# D1 antag – blocks dopamine activation of the human D1 receptor. P21728. HEK293 TREx D1 cells, calcium flux, dopamine EC80; active compounds read low. activity change, negative = inhibition, % at 10 µM. 360,000 tested, 3.2% active. AID 504652; in the data active = activity change below about -30%; note: % is set by controls: 0 for no effect and ±100 for the full control effect
# Target sequence (P21728 whole entry, looked up): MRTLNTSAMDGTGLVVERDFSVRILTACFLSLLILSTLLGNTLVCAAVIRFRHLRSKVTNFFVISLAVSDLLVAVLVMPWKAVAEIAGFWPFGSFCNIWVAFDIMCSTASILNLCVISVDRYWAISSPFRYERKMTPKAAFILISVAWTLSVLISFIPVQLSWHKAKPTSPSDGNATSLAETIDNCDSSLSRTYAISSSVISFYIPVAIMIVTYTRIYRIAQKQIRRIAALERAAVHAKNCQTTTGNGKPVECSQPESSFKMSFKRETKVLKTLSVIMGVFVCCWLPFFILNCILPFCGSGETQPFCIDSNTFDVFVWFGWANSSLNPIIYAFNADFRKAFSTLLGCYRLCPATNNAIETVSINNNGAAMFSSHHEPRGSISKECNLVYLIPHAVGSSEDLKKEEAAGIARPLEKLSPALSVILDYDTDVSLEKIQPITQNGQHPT
#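 Tetracycline-induced HEK293 Trex D1 cells, force-coupled to calcium, dye-loaded; compounds added and read 180 s, then EC80 dopamine added and calcium flux tracked kinetically another 180 s.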
# D1 potentiator – potentiators of human D1 dopamine receptor; P21728; HEK293 TREx D1 cells, calcium flux, dopamine EC20 potentiation; potentiation, % at 10 µM; 360,000 tested, 0.036% active; AID 504651; in the data active = potentiation above about 30%; note: 0% is about no effect
# Glioma ERSR ind – induces the endoplasmic reticulum stress response in human glioma cells. Potency, µM, for the others: top-dose activation, hits mostly activators. U87-MG GRP78 promoter luciferase reporter, 16 h. 420,000 tested, 0.02% active; note: potency is the fitted concentration of half-maximal effect; series mostly up to about 76 µM; % of control where 0% means no effect; nearly all actives have a fitted effect of over 35% in size
#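 Stably transfected U87-MG human glioma cells carrying a GRP78-based luminescent sensor were seeded at 1000 cells/well, pin-dosed with compounds and incubated 16 h. Luciferase reagent was then added, and end-point luminescence was read after 10 min at room temperature.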
# D2 potentiator – positive allosteric modulators of human D2 dopamine receptor. P14416. 340,000 tested, 0.34% active. HEK293 T-REx D2, calcium flux, EC20 dopamine potentiation. potentiation, % at 10 µM;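 active = potentiation over 3 SD above the plate norm, cut at about 30% in these data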; note: 0% is about no effect
#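 Tetracycline-induced HEK293 T-REx cells force-coupled to calcium signalling expressed D2; compounds were pin-added after a 10 s baseline, read kinetically 180 s, then an EC20 dopamine challenge followed with a further 180 s calcium read.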
# LDHA inh – inhibitors of human lactate dehydrogenase A | P00338 | purified LDHA, NADH/diaphorase-resazurin fluorescence; active compounds read low | activity change, % (values are at about 110 or 230 µM) | 480,000 tested, 0.15% active | AID 1347041; in the data active = activity change below about -30%; inconclusive = mostly about -25% to -30%;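 note: plate controls were DMSO wells for no effect and wells without enzyme for full effect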
#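 Human LDH5 at 2 nM final in Tris HCl pH 7.4 with 0.06 mM NADH and 0.2 mM pyruvate, reacted 5 minutes at room temperature. Remaining NADH coupled via diaphorase/resazurin; resorufin fluorescence read at 0 and 20 minutes, normalized to enzyme-free and DMSO wells.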
# D1 ag – human D1 receptor agonism; HEK293 T-REx D1 cells, calcium flux, agonist mode; activation, % at 2 µM; 360,000 tested, 1% active; AID 504660; in the data active = activation above about 30%; note: 0% is about no effect
#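 Inducible HEK293 T-REx D1 cells, force-coupled to calcium signalling, were plated at 4000 cells/well with tetracycline and held overnight at 30 C. After no-wash calcium dye loading, compound-evoked calcium rise over 180 s flagged agonists.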
# Vif-APOBEC3F blk – blocks the Vif interaction with APOBEC3F. HeLa A3F-eYFP + Vif (tagged APOBEC3F with the HIV-1 protein that degrades it), YFP fluorescence increase. Potency, µM (top dose mostly 46.1 µM), for the others: at the top dose activity, negative = active. 390,000 tested, 0.2% active. AID 602313; note: potency is the fitted concentration of half-maximal effect; % of control where 0% means no effect; nearly all actives have a fitted effect of over 65% in size
#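 HeLa cells stably expressing Vif plus C-terminally eYFP-tagged A3F were seeded, incubated overnight at 37 deg C, dosed with compound, incubated overnight again at 37 deg C. Yellow fluorescence (Ex 488/Em 500-530) reported blocked Vif-mediated A3F-eYFP degradation.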
# Vif-APOBEC3G blk – inhibitors of Vif-APOBEC3G interaction. Q9HC16. HeLa A3G-eYFP + Vif (tagged APOBEC3G with the HIV-1 protein that degrades it), YFP fluorescence, overnight. Potency, µM (top dose mostly 46.1 µM), for inactives: top-dose activity, negative = active, hits mostly inhibitors. 410,000 tested, 0.076% active;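 note: potency is the fitted concentration of half-maximal effect; % is set by controls: 0 for no effect and ±100 for the full control effect; nearly all actives have a fitted effect of over 60% in size; hits raise eYFP signal because A3G escapes Vif-driven loss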
# Target sequence (Q9HC16 whole entry, looked up): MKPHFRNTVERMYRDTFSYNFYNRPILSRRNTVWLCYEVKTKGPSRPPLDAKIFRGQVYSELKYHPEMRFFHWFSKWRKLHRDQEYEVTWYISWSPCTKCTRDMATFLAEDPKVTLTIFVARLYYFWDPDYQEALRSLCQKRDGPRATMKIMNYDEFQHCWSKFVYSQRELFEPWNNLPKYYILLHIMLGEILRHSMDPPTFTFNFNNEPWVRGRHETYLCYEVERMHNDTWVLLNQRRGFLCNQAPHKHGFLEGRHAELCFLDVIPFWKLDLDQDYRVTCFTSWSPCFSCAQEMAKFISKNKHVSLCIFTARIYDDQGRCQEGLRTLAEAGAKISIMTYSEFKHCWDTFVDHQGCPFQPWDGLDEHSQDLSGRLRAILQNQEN
#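 HeLa cells stably expressing Vif and C-terminally eYFP-tagged A3G, seeded overnight at 37 deg C, then exposed to compound by pintool overnight at 37 deg C. Rise in yellow fluorescence (Ex 488/Em 500-530, Acumen) marks blocked Vif-driven A3G degradation.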
# RXFP1 ag – activates the human relaxin receptor RXFP1 | 370,000 tested, 0.3% active | Potency, µM (highest dose often 57.5 µM), for the others: top-dose activation, most hits filed as activators | HEK293T-RXFP1 cAMP TR-FRET, 30 min; response scale: percent of porcine relaxin response, buffer zero; note: potency is the fitted concentration of half-maximal effect; % is set by controls: 0 for no effect and ±100 for the full control effect; nearly all actives have a fitted effect of over 60% in size; many of its hits are not listed in these tables
#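 HEK293 cells stably expressing RXFP1, treated 30 min at 37C with compounds plus PDE4 inhibitor Ro 20174; cAMP measured by HTRF TR-FRET. Normalized to buffer and 29 nM porcine relaxin; EC50 by Hill fit.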
# Active calls of the source: *; ? = inconclusive; · = no result given; & = joins results of further samples. Unless noted, calls come from the whole dose curve; as a rule, active = well fitted curve in the direction sought with a large enough effect; inconclusive = small, poorly fitted or top-dose-only effect, or another doubt; inactive = no such curve, though single readings can be large; an effect the other way counts as inactive or inconclusive.
structure,D1 antag,D1 potentiator,Glioma ERSR ind,D2 potentiator,LDHA inh,D1 ag,Vif-APOBEC3F blk,Vif-APOBEC3G blk,RXFP1 ag
O=C(Nc1ccnn1C1CCN(Cc2cccnc2)CC1)c1ccccc1Cl,-2.6,-4.1,-2.2%,5.0,1.3,3.0,-6.3%,-4.6%,0.4%
O=C(CSc1nnc(-c2ccccc2F)n1C1CC1)Nc1cccnc1Cl,-7.2,-5.0,-1.9%,-23.1,-1.2,8.0,-0.5%,0.2%,-2.1%
CCC(=O)Nc1ccc(-c2ccc(N3CCCCC3)nn2)cc1,-5.1,-5.8,-0.4%,-1.1,0.9,10.4,7.6%,-1.0%,-1.4%
Cc1ccc(S(=O)(=O)N2CCOCC2)cc1C(=O)NCCCN1CCCC1=O,·,·,-2.6%,·,0.5,·,-2.2%,-2.4%,·
CC(C)(C)c1ccc(C(=O)NCC(c2cccs2)S(=O)(=O)c2ccccc2)cc1 (centres undefined),·,-3.4,-3.3%,-11.4,1.6,6.7,0.7%,0.1%,-0.1%
COc1ccc(NS(=O)(=O)c2cccc(C(=O)NNC(=O)c3ccc(O)c(Cl)c3)c2)cc1,-2.2,-7.2,-4.2%,-7.2,-12.4,0.7,-2.8%,1.0%,-0.9%
O=C(Nc1ccc(C(=O)N2CCOCC2)cc1)Nc1ccc(Cl)cc1Cl,7.3,-2.0,0.2%,3.2,-3.2,1.6,-2.2%,-4.7%,3.0%
COc1cc(C2Nc3ccccc3C(=O)N2c2ccc3c(c2)OCCO3)ccc1OCC(C)C (centres undefined),-0.2,0.1,-13.0%,1.6,0.1,2.4,3.8%,6.1%,1.7%
COc1ccc(Nc2ccccc2C(=O)O)cc1,1.9,-9.9,5.8%,9.1,-0.6,2.6,-24.7%,-9.3%,2.6%
O=C(CCN1CCN(S(=O)(=O)c2cccc([N+](=O)[O-])c2)CC1)Nc1ccccc1F,11.2,-1.4,0.3%,10.4,-1.4,3.1,2.5%,3.6%,0.8%
COC(=O)CSc1cnc2ccccc2n1,4.4,-4.2,-2.1%,12.4,0.8,0.8,7.8%,1.8%,4.9%
CCOC(=O)c1c(NC(=O)CC2SC(N)=NC2=O)sc(C)c1C (centres undefined),14.8,-4.7,5.5%,8.0,-5.2,0.2,-6.2%,-11.7%,0.6%
COc1ccccc1CC(=O)NCC(c1ccco1)N1CCCCC1 (centres undefined),16.7,-1.6,10.8%,1.9,-9.3,-2.8,-7.1%,-0.4%,0.0%
O=C(Nc1ccc(S(=O)(=O)Nc2cnc3ccccc3n2)cc1)c1ccccc1Br,9.5,-0.8,-3.5%,·,-18.0,2.9,11.9%,-2.4%,1.0%
Cc1cc2c(cc1C)NC(=O)C(C)CN2 (centres undefined),·,·,2.0%,·,-2.4,·,-3.4%,-3.8%,·
CCCCc1nnc(NC(=O)C2CCCO2)s1 (centres undefined),4.4,-0.1,2.6%,6.2,-8.1,0.1,-0.3%,1.3%,3.2%
COc1ccc2ccccc2c1-c1csc(N)n1,16.6,2.6,0.0%,3.9,2.3,-0.7,8.6%,-0.1%,-0.1%
CCNC(=O)/C(C#N)=C/c1c(N2CCCCCC2)nc2c(C)cccn2c1=O,9.2,-4.5,-2.3%,14.6,-4.1,1.4,9.5%,-6.4%,1.8%
O=C(O)c1ccc(Nc2nc3ccccc3nc2NS(=O)(=O)c2cccs2)cc1,-0.6,0.1,0.5%,2.6,-8.6,1.5,-0.3%,1.6%,12.4%
CCCCc1cc(=O)oc2c(CN(CC)CC)c(O)c(Cl)cc12,5.9,-3.0,-4.5%,-13.8,-5.7,-3.0,·,-9.3%,13.0%

# Random excerpt: three compounds from above
structure,D1 antag,D1 potentiator,Glioma ERSR ind,D2 potentiator,LDHA inh,D1 ag,Vif-APOBEC3F blk,Vif-APOBEC3G blk,RXFP1 ag
O=C(Nc1ccc(C(=O)N2CCOCC2)cc1)Nc1ccc(Cl)cc1Cl,7.3,-2.0,0.2%,3.2,-3.2,1.6,-2.2%,-4.7%,3.0%
CCC(=O)Nc1ccc(-c2ccc(N3CCCCC3)nn2)cc1,-5.1,-5.8,-0.4%,-1.1,0.9,10.4,7.6%,-1.0%,-1.4%
CCOC(=O)c1c(NC(=O)CC2SC(N)=NC2=O)sc(C)c1C (centres undefined),14.8,-4.7,5.5%,8.0,-5.2,0.2,-6.2%,-11.7%,0.6%

# The list continues.
structure,D1 antag,D1 potentiator,Glioma ERSR ind,D2 potentiator,LDHA inh,D1 ag,Vif-APOBEC3F blk,Vif-APOBEC3G blk,RXFP1 ag
CC(NC(=O)c1ccco1)C(=O)N1CCN(S(=O)(=O)c2ccccc2C#N)CC1 (centres undefined),-17.5,4.2,-1.9%,6.2,-0.9,0.1,-1.6%,-2.6%,0.9%
Cc1nn(-c2ccc(Cl)cc2)c(Cl)c1/C=C(\C#N)C(N)=O,16.0,-8.9,9.4%,-13.0,-5.6,0.0,5.0%,-1.4%,0.7%
CCCN(CC(=O)Nc1ccccc1C)C(=O)c1ccc(-c2ccc([N+](=O)[O-])cc2)o1,-9.8,·,1.6%,5.0,-6.7,0.7,-1.3%,-3.4%,2.1%
CC(C)c1ccc(/C=N/Nc2cc(N3CCOCC3)nc(N3CCOCC3)n2)cc1,1.6,1.6,-5.2%,11.3,3.7,2.6,-4.4%,-1.9%,3.1%
CCOc1ccc(C2C(C#N)=C(N)Oc3nc[nH]c(=O)c32)cc1 (centres undefined),24.1,-5.0,-3.0%,-12.1,-4.0,2.2,-8.7%,0.9%,1.1%
CC(C)CCOc1ccc(C2=NNC(=O)CC2)cc1,-3.0,3.5,11.9%,4.2,-5.2,1.0,0.6%,2.0%,6.4%
c1ccc2c(c1)CCN(C1CCCCC1)C2,-13.5,-7.0,-3.9%,-20.4,-11.3,0.5,-12.2%,0.9%,0.9%
CCn1cnc2c1c(=O)n(CC(=O)Nc1cc(C)on1)c(=O)n2Cc1ccccc1,-9.3,-4.7,-1.9%,-0.9,-2.9,2.2,-3.1%,-0.1%,-1.3%
CCCc1nc(SCC(=O)NNC(=O)C2CCCCC2)c2ccccc2n1,4.6,5.4,-2.6%,-10.4,-5.5,1.1,-6.1%,0.4%,26.6%
Cc1ccc(C)c(Cn2c(=O)c3c(nc4n3CCN4c3ccccc3)n(C)c2=O)c1,7.5,4.5,-0.8%,-1.4,-15.6,-1.8,6.7%,3.7%,4.7%
O=C(c1cccc(S(=O)(=O)N2CCCCCC2)c1)N1CCN(c2ccccc2)CC1,13.0,3.6,-2.5%,0.6,2.0,1.7,-27.9%,3.7%,1.6%
Cc1cccnc1NC(=O)/C=C/c1ccc2c(c1)OCO2,8.0,-5.0,-6.7%,0.9,-0.3,1.8,-7.7%,-10.5%,0.1%
CN(C)C(/C=C/Nc1ccc([N+](=O)[O-])cc1)=C(C#N)C#N,-10.9,0.3,0.8%,1.3,3.4,2.3,?,-10.0%,-2.8%
CC(C)Oc1ccc(CNC(=O)c2cc3ccccn3n2)cc1,-2.4,0.5,-2.8%,-1.8,-12.9,1.2,-10.9%,-3.9%,0.3%
CC1CN(CCc2ccccc2)c2nc3c(c(=O)[nH]c(=O)n3C)n2C1 (centres undefined),-10.3,0.7,-2.6%,-1.8,1.8,2.6,6.0%,?,-0.6%
Cc1ccn(-c2ccc(NC(=O)c3cccs3)cc2)n1,-1.6,0.8,-4.3%,5.2,-10.2,3.2,-1.7%,-13.7%,-3.0%
CCOC(=O)c1oc2ccc(OC)cc2c1NC(=O)CN1CCN(C)CC1,4.6,0.9,-1.5%,0.6,-1.7,4.6,3.3%,-0.3%,0.0%
CCC(CC)C(=O)Nc1cc(C(=O)NCCc2ccccc2)ccc1Cl,5.7,-1.8,4.5%,12.7,-2.0,-1.0,3.3%,-6.4%,-1.9%
CSc1nc2ccc(NC(=O)c3ccc(=O)n(C)n3)cc2s1,0.3,-9.1,7.5%,-13.5,-5.4,1.9,1.8%,2.5%,3.5%
NC(=O)Cn1c(=O)n(CCC(=O)Nc2ccc(F)cc2)c(=O)c2sccc21,3.2,3.9,-3.8%,-4.5,-2.4,6.3,-1.0%,8.2%,3.1%
c1coc(C2=NCCc3ccccc32)c1,2.2,-2.8,-1.1%,-4.0,-3.4,12.8,-1.5%,-0.6%,-0.5%
CN(C)c1nc(N)nc(CSc2nnnn2-c2ccc(F)cc2)n1,6.8,-3.0,-0.9%,·,-3.4,4.4,0.8%,-0.8%,0.8%
CCOc1ccc(-c2nc(N)nc(C)c2-c2ccc(OC)c(OC)c2)c(O)c1,3.0,-5.5,-1.8%,4.1,1.4&-1.6,0.2,0.9%,-10.8%,19.7%
CC1=CC(C)(C)N(S(=O)(=O)c2ccc(F)cc2)c2ccccc21,·,-1.4,-0.5%,-8.1,6.5&2.5,2.2,-1.3%,-20.6%,3.2%
COc1cccc(NC(=O)Cn2nnc(-c3ccccc3N)n2)c1,-8.3,-5.9,-1.3%,-3.1,1.2,1.4,-7.5%,1.0%,-0.5%
CCOc1ccc(NC(=O)C2CC(=O)NC(=Nc3ccc(Cl)c(Cl)c3)S2)cc1 (centres undefined),1.5,-0.7,-4.2%,-7.6,-7.4,-0.3,-1.5%,-0.3%,0.2%
Cc1ccn(Cc2n[nH]c(=S)n2Cc2ccccc2)n1,1.9,-1.1,-2.9%,1.3,-6.1,1.4,-19.6%,3.3%,0.2%
CSc1ccc(S(=O)(=O)NCC(=O)OCC(=O)N2CC(C)CC(C)C2)cc1[N+](=O)[O-] (centres undefined),3.1,-4.0,15.0%,2.0,-2.0,2.8,-16.1%,0.5%,0.3%
Cc1cccn2c(=O)c3cc(C(=O)NC4CCCCC4)c(=N)n(CCN4CCOCC4)c3nc12,1.3,-12.6,-5.2%,·,-0.4,3.1,-5.5%,-2.6%,15.2%
COc1ccc(OCC(N)=O)cc1,-7.1,-4.8,-0.9%,-6.3,-11.4,0.7,-5.1%,0.1%,1.2%

# From PubChem

# Some of the compounds tested; rates above refer to the full screens.
